Screening results as filed in PubChem BioAssay.
TrxR1 substrate: qHTS Assay for Substrates of Mammalian Selenoprotein Thioredoxin Reductase 1 (TrxR1): qHTS. Thioredoxin reductase 1, cytoplasmic (Rattus norvegicus), O89049. purified TrxR1 substrate turnover, NADPH consumption readout. AID 588456, 2011. actives 0.01% (n = 390,000). Potency, µM (series often up to 114 µM), for the others: at the top dose activity change, negative = substrate turnover; also: potency is read from the fitted curve at half-maximal effect; % is scaled to controls: 0 for no effect and ±100 for the full control effect; nearly all actives have a fitted effect of over 50% in size
Target sequence (O89049 whole entry, looked up): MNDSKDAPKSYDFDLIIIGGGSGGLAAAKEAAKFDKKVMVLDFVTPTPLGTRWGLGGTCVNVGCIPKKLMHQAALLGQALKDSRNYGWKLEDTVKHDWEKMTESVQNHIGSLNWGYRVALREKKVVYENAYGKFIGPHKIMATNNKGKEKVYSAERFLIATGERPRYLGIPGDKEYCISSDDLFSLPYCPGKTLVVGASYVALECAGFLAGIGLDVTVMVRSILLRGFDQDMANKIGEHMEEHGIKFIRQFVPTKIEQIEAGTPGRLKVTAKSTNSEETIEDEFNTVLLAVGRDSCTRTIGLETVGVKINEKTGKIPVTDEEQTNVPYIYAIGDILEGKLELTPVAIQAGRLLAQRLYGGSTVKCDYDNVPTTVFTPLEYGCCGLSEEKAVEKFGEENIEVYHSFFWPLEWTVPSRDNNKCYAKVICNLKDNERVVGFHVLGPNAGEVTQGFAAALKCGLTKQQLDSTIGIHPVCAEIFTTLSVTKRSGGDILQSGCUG
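Rat TrxR1, dispensed at 90 nM, was prereduced with 400 uM NADPH (final) for 5 min at ~22 deg C, then incubated with compound 15 min before 400 uM selenite. A first-read NADPH fluorescence drop versus no-compound background flagged substrates.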
Glioma ERSR ind: qHTS for Inducers of the Endoplasmic Reticulum Stress Response (ERSR) in Human Glioma: qHTS; U87-MG GRP78 promoter luciferase reporter, 16 h; Potency, µM, without a hit: top-dose activation, actives largely listed as activators; actives 0.02% (n = 420,000); also: potency is read from the fitted curve at half-maximal effect; series mostly up to about 76 µM; % of control where 0% means no effect; nearly all actives have a fitted effect of over 35% in size
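Stably transfected U87-MG human glioma cells carrying a GRP78-based luminescent sensor were seeded at 1000 cells/well, pin-dosed with compounds and incubated 16 h. Luciferase reagent was then added, and end-point luminescence was read after 10 min at room temperature.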
LDHA inh: qHTS assay for inhibitors of human lactate dehydrogenase; activity change, % (values are at about 110 or 230 µM); actives 0.15% (n = 480,000); purified LDHA, NADH/diaphorase-resazurin fluorescence; stronger effect = lower value; in the data active = activity change below about -30%; inconclusive = mostly about -25% to -30%;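 also: plate controls were DMSO wells for no effect and wells without enzyme for full effect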
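Resorufin fluorescence (ex540/em590), read at 0 and 20 min after diaphorase/resazurin addition, reports the NADH left after a 5 min room-temperature reaction of 2 nM human LDH5 with 0.06 mM NADH and 0.2 mM pyruvate.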
USP1-UAF1 inh: Inhibitors of USP1/UAF1: Primary Screen; actives 0.23% (n = 390,000); Potency, µM (series often up to 57.1 µM), without a hit: at the highest dose activity change, negative = inhibition, most hits filed as inhibitors; recombinant USP1/UAF1, Ub-Rhodamine cleavage fluorescence; Ubiquitin carboxyl-terminal hydrolase 1 (Homo sapiens), O94782; also: potency is read from the fitted curve at half-maximal effect; % is scaled to controls: 0 for no effect and ±100 for the full control effect; nearly all actives have a fitted effect of over 60% in size; inactives centre near -12
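1 nM enzyme complex + cpd, 15 min RT; start with Ub-Rho 150nM final; kinetic fluorescence ex 480/em 540, 6 reads q60 s. Buffer 50mM HEPES pH 7.8, 0.5mM EDTA, 0.1 mg/ml BSA, 1mM TCEP, 0.01% Tween-20.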
Vif-A3G inh: qHTS for Inhibitors of Vif-A3G Interactions: qHTS | DNA dC->dU-editing enzyme APOBEC-3G (Homo sapiens), Q9HC16 | HeLa A3G-eYFP + Vif (tagged APOBEC3G with the HIV-1 protein that degrades it), YFP fluorescence, overnight | Potency, µM (titrated, usually from 46.1 µM), without a hit: top-dose activity, negative = active, most hits filed as inhibitors | actives 0.076% (n = 410,000) | AID 602310, 2012;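 also: potency is read from the fitted curve at half-maximal effect; % is scaled to controls: 0 for no effect and ±100 for the full control effect; nearly all actives have a fitted effect of over 60% in size; hits raise eYFP signal because A3G escapes Vif-driven loss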
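HeLa cells stably expressing Vif and C-terminally eYFP-tagged A3G, seeded overnight at 37 deg C, then exposed to compound by pintool overnight at 37 deg C. Rise in yellow fluorescence (Ex 488/Em 500-530, Acumen) marks blocked Vif-driven A3G degradation.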
Vif-A3F inh: qHTS for Inhibitors of Vif-A3F Interactions: qHTS; AID 602313, 2012; HeLa A3F-eYFP + Vif (tagged APOBEC3F with the HIV-1 protein that degrades it), YFP fluorescence increase; actives 0.2% (n = 390,000); Potency, µM (doses to about 46.1 µM), for inactives: at the top dose activity, negative = active; also: potency is read from the fitted curve at half-maximal effect; % of control where 0% means no effect; nearly all actives have a fitted effect of over 65% in size
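HeLa cells stably expressing Vif plus C-terminally eYFP-tagged A3F were seeded, incubated overnight at 37 deg C, dosed with compound, incubated overnight again at 37 deg C. Yellow fluorescence (Ex 488/Em 500-530) reported blocked Vif-mediated A3F-eYFP degradation.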
RGS4 inhibitor: Inhibitors of Regulator of G Protein Signaling (RGS) 4: qHTS. Regulator of G-protein signaling 4 (Homo sapiens), P49798. Transcreener GDP fluorescence polarization, RGS4-accelerated GTP hydrolysis. Potency, µM (series often up to 114 µM), for the others: at the top dose activity change, negative = inhibition, most hits filed as inhibitors. actives 0.039% (n = 390,000). AID 504845, 2011; also: potency is read from the fitted curve at half-maximal effect; % is scaled to controls: 0 for no effect and ±100 for the full control effect; nearly all actives have a fitted effect of over 75% in size; some results filed as inactive show a strong effect at the top dose
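MLSMR compounds (23 nl, pin-transferred) preincubated 10 min at room temperature with a 500nM (2x) first reagent, then RGS4 at 900nM (2x) plus Transcreener GDP mix added; fluorescence polarization (620/688 nm) read before and after 90 min at 30 °C.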
mIDH1 inhibitor: qHTS for Inhibitors of mutant isocitrate dehydrogenase 1 (IDH1): qHTS; Isocitrate dehydrogenase [NADP] cytoplasmic (Homo sapiens), O75874; IDH1-R132H enzyme, NADPH consumption, diaphorase/resazurin fluorescence; Potency, µM (doses to about 76.6 µM), for inactives: top-dose activity change, negative = inhibition, most hits filed as inhibitors; actives 0.093% (n = 390,000); AID 602179, 2012; also: potency is read from the fitted curve at half-maximal effect; % is scaled to controls: 0 for no effect and ±100 for the full control effect; nearly all actives have a fitted effect of over 65% in size
Target sequence (O75874 whole entry R132H, stated change not applied): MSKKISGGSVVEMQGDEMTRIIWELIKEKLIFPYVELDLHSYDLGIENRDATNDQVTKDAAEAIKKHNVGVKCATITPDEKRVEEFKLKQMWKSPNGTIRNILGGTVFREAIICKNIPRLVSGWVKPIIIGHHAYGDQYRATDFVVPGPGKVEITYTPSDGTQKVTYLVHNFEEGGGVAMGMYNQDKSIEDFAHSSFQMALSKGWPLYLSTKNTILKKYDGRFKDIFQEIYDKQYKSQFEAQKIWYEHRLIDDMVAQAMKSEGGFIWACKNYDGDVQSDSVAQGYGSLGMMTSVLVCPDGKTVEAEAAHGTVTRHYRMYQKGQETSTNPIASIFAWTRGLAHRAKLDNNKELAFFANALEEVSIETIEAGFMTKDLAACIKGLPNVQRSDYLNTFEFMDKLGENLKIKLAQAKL
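IDH1-R132H (0.5 ug/mL) preincubated 30 min with compound, then NADPH (0.016 mM) and alpha-KG (2 mM) added; 80 min at RT, pH 7.5. Remaining NADPH coupled via diaphorase/resazurin to fluorescence (540/590 nm); concentration-response curves normalized to no-enzyme control.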
rTrxR1 inhibitor: qHTS Assay for Inhibitors of Mammalian Selenoprotein Thioredoxin Reductase 1 (TrxR1): qHTS | Thioredoxin reductase 1, cytoplasmic (Rattus norvegicus), O89049 | recombinant rTrxR1, NADPH fluorescence consumption, selenite substrate | Potency, µM (series often up to 114 µM), for the others: at the top dose activity change, negative = inhibition, most hits filed as inhibitors | actives 1% (n = 390,000) | AID 588453, 2011; also: potency is read from the fitted curve at half-maximal effect; % is scaled to controls: 0 for no effect and ±100 for the full control effect; nearly all actives have a fitted effect of over 65% in size
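Rat TrxR1 (90 nM in the dispensed reagent) was pre-reduced with 400 uM NADPH for 5 min at room temperature, then incubated with compound for 15 min. After 400 uM selenite was added, NADPH fluorescence (Ex 340/Em 450 nm) was followed for 8 min.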
* marks the source's active call; other numbers are inactive results; ? = inconclusive; · = no result given; & = joins results of further samples; [ ] = remark or other dose. Unless noted, calls follow the shape of the dose curve; as a rule, active = well fitted curve in the direction sought with a large enough effect; inconclusive = small, poorly fitted or top-dose-only effect, or another doubt; inactive = no such curve, though single readings can be large; an effect the other way counts as inactive or inconclusive. These rows are one share of the data; the hit share may differ from the screen's.

| cpd | SMILES | TrxR1 substrate | Glioma ERSR ind | LDHA inh | USP1-UAF1 inh | Vif-A3G inh | Vif-A3F inh | RGS4 inhibitor | mIDH1 inhibitor | rTrxR1 inhibitor |
| --- | --- | --- | --- | --- | --- | --- | --- | --- | --- | --- |
| 1 | C=CC[C@H]1CC(Cc2ccccc2)=C[C@H](CC=C)N1 | -3% | -6% | -1&-2 | -16% | -3% | -1% | ? | 4% | ? |
| 2 | CCn1c(SCC(=O)Nc2ccccc2N2CCOCC2)nnc1-c1ccccc1O | -7% | -5% | 1 | -8% | -2% | 4% | 5% | -1% | 20%[57.1 µM] |
| 3 | COc1ccc(OC)c(CCNC(=O)c2sc3nc4n(c(=O)c3c2C)CCC4)c1 | 3% | 2% | -2 | -11% | 1% | -2% | 22%[11.4 µM] | -3% | 13% |
| 4 | COc1ccccc1OCC(=O)N(Cc1nc(-c2ccc(Cl)cc2)no1)C(C)C | 0% | -3% | -2 | -25% | -5% | 5% | -2% | 1% | 17% |
| 5 | CCCCCCSc1nsc(NC(=O)CCC)n1 | 9%[57.1 µM] | 4% | -3 | -32% | 1% | 8% | 20% | 4% | 24%[57.1 µM] |
| 6 | O=C(/C=C/c1cccc([N+](=O)[O-])c1)N1CCN(c2ccc(F)cc2)CC1 | -1% | -2% | -12 | -25% | 0% | -2% | 3% | -1% | 7% |
| 7 | CC(C(=O)NCc1ccco1)n1cc(C(=O)c2ccco2)c2ccccc21 (stereo not drawn) | -5% | 2% | -6 | -23% | -2% | 4% | -8% | 0% | 4% |
| 8 | CCN1CCSc2ccc(C(=O)NCc3ccccc3F)cc21 | 101%[activator][57.1 µM] | 1% | 1 | -9% | 3% | -10% | 9% | 1% | 86% |
| 9 | O=C(CSc1ncn[nH]1)NCCc1ccc(Cl)cc1Cl | 0% | -4% | -3 | -22% | -8% | 0% | 5% | 0% | -4% |
| 10 | O=C1CCSC2(C(=O)N(Cc3ccc(F)cc3)c3ccccc32)N1c1ccccc1 (stereo not drawn) | 6% | 0% | -4 | -17% | 4% | 1% | -13% | ? | 30% |

The listing continues:
| cpd | SMILES | TrxR1 substrate | Glioma ERSR ind | LDHA inh | USP1-UAF1 inh | Vif-A3G inh | Vif-A3F inh | RGS4 inhibitor | mIDH1 inhibitor | rTrxR1 inhibitor |
| --- | --- | --- | --- | --- | --- | --- | --- | --- | --- | --- |
| 11 | CN(C)c1ccc(/C=C2\C=Nc3ccccc32)cc1 | -5% | 1% | 3 | · | -3% | · | · | · | 6% |
| 12 | N#Cc1cccc(NC(=O)COC(=O)c2ccccc2Sc2ccccc2C#N)c1 | 3% | 1% | -15&-2 | -6% | 1% | -15% | -3% | 4% | 9% |
| 13 | C/C(=C1\SC(N2CCOCC2)=NC1=O)c1ccc(C)cc1 | 5%[57.1 µM] | -2% | -5 | -8% | -2% | -15% | 14% | 2% | -20% |
| 14 | COc1cc(C(=O)N2c3ccccc3CC2C)cc(OC)c1OC (stereo not drawn) | -5%[57.1 µM] | -3% | -3 | -22% | ? | 6% | -30% | 8% | 13%[57.1 µM] |
| 15 | CC(=O)Nc1ccccc1C(=O)C(=O)Nc1cccc(C(=O)NCc2ccccc2)c1 | 1% | -1% | -8 | -9% | 0% | 1% | -5% | -3% | -1% |
| 16 | N=c1sc2ccccc2n1-c1ccccc1 | 1% | -2% | 3 | -19% | 2% | -7% | -26% | 0% | 1% |
| 17 | CCCCc1nnc(NC(=O)C2CC(=O)N(c3ccc4c(c3)OCCO4)C2)s1 (stereo not drawn) | 6%[57.1 µM] | -3% | -1 | -17% | 1% | 12% | 10% | -3% | 3%[57.1 µM] |
| 18 | CCOc1ccccc1-c1nc(CN2CCN(C(=O)c3ccco3)CC2)c(C)o1 | -11% | -5% | -2 | -20% | 2% | 8% | -19% | 3% | ? |
| 19 | O=C(c1ccc(Cl)cc1Cl)N1CCSCC1 | 7%[57.1 µM] | -4% | -8 | 6% | -4% | 1% | -13% | -2% | 3%[57.1 µM] |
| 20 | Cc1cc(C)n(/N=C/c2cccc(O)c2)c(=O)c1C(N)=O | 5%[57.1 µM] | 0% | -1 | -10% | 1% | 6% | -9% | -1% | 9%[57.1 µM] |
| 21 | CC1C(c2ccccc2)OCCN1C=NC#N (stereo not drawn) | · | -5% | -5 | -22% | -5% | -6% | · | -5% | · |

Shown with two lines to a compound: nine of the compounds above.
Screens in order – TrxR1 substrate	Glioma ERSR ind	LDHA inh	USP1-UAF1 inh	Vif-A3G inh	Vif-A3F inh	RGS4 inhibitor	mIDH1 inhibitor	rTrxR1 inhibitor
13. C/C(=C1\SC(N2CCOCC2)=NC1=O)c1ccc(C)cc1
    5%[57.1 µM]	-2%	-5	-8%	-2%	-15%	14%	2%	-20%
14. COc1cc(C(=O)N2c3ccccc3CC2C)cc(OC)c1OC (stereo not drawn)
    -5%[57.1 µM]	-3%	-3	-22%	?	6%	-30%	8%	13%[57.1 µM]
15. CC(=O)Nc1ccccc1C(=O)C(=O)Nc1cccc(C(=O)NCc2ccccc2)c1
    1%	-1%	-8	-9%	0%	1%	-5%	-3%	-1%
16. N=c1sc2ccccc2n1-c1ccccc1
    1%	-2%	3	-19%	2%	-7%	-26%	0%	1%
17. CCCCc1nnc(NC(=O)C2CC(=O)N(c3ccc4c(c3)OCCO4)C2)s1 (stereo not drawn)
    6%[57.1 µM]	-3%	-1	-17%	1%	12%	10%	-3%	3%[57.1 µM]
18. CCOc1ccccc1-c1nc(CN2CCN(C(=O)c3ccco3)CC2)c(C)o1
    -11%	-5%	-2	-20%	2%	8%	-19%	3%	?
19. O=C(c1ccc(Cl)cc1Cl)N1CCSCC1
    7%[57.1 µM]	-4%	-8	6%	-4%	1%	-13%	-2%	3%[57.1 µM]
20. Cc1cc(C)n(/N=C/c2cccc(O)c2)c(=O)c1C(N)=O
    5%[57.1 µM]	0%	-1	-10%	1%	6%	-9%	-1%	9%[57.1 µM]
21. CC1C(c2ccccc2)OCCN1C=NC#N (stereo not drawn)
    ·	-5%	-5	-22%	-5%	-6%	·	-5%	·
